# Source: PubChem BioAssay (NCI)
# Growth percent in the NCI-60 one-dose screen (48 h, 10 µM unless noted): 100 = growth as untreated, 0 = no growth, -100 = all killed.
# MCF7: MCF7 breast cancer | actives 6.3% (n = 82,000) | AID 1794796
# K-562: K-562 leukemia; actives 7.4% (n = 78,000); AID 1794777
# MDA-MB-231: MDA-MB-231 breast cancer | actives 5% (n = 81,000) | AID 1794789
# BT-549: BT-549 breast cancer | actives 4.4% (n = 78,000) | AID 1794793
# MDA-MB-468: MDA-MB-468 breast cancer; actives 8.5% (n = 78,000)
# SR: SR leukemia cells. actives 8.7% (n = 73,000). AID 1794780
# HS 578T: HS 578T breast cancer. actives 4.1% (n = 78,000). AID 1794788
# T-47D: T-47D breast cancer; actives 5% (n = 79,000)
# * = called active by the depositor; / = not tested or not shown; & = joins results of further samples. The calls were made as follows: active = growth percent below 10; inactive = the rest.
# Results follow in this order: MCF7, K-562, MDA-MB-231, BT-549, MDA-MB-468, SR, HS 578T, T-47D
- O=C1CSC(c2ccc(Cl)cc2)N1n1cnnc1 (configuration not stated)
  94, 96, 95, 100, 99, 92, 97, 101
- COc1ccc(-c2cc(-c3cccnc3)nc3sc4c(N)c(C(C)=O)c(-c5ccccc5)nc4c23)cc1OC
  65, 32, 52, 35, 76, 75, 46, 59
- Cc1c(O)c(O)cc2c3c(oc12)CC(c1ccc(N(C)C)cc1)CC3=O (configuration not stated)
  81, 99, 88, 97, 110, 97, 106, 76
- O=[N+]([O-])c1ccc2[nH]c3nccc(NCc4cccc(Cl)c4)c3c2c1
  82, 79, 80, 70, 69, 50, 18, 67
- CC1(C)CC[C@]2(C(=O)N3CCOCC3)CC[C@]3(C)C(=CC(=O)[C@@H]4[C@@]5(C)CCC(=O)C(C)(C)[C@@H]5CC[C@]43C)[C@@H]2C1
  98, 90, 99, 119, 105, 84, 100, 107
- COC(=O)c1cccc2c(N)c(N)cc(C(=O)OC)c12
  99, 107, /, 100, 104, /, 99, /
- O=C(O)c1ccc2c(c1)C(=O)N(c1ccccc1)C2=O
  96, 89, 103, 102, 99, 103, 106, 84
- O=C1O[C@H]2c3ccccc3-c3c4c(cc5c3[C@H]2N1CC5)OCO4
  99, 97, 96, 115, 99, 108, 95, 97
- CC1CN=C(c2ccccc2)O1 (configuration not stated)
  108, 92, 101, 104, 107, 97, 120, 104
- C=CCn1c(SC/C(=N/O)c2ccccc2)nnc1-c1cc(-c2ccc(S(N)(=O)=O)cc2)nc2ccccc12
  89, 76, 85, 91, 91, 77, 118, 79
- O=C(O)c1ccc(C2CCC(O)CC2)cc1 (configuration not stated)
  92, 99, /, 98, 105, 93, 95, 93
- N#CCc1nc(Cl)cc(Cl)n1
  97, /, 111, 118, 97, /, 123, 103
- COC(=O)C(c1ccccc1)c1ccccc1
  95, 106, 105, 95, 106, 82, 99, 95
- N=C(N)c1ccc(-c2ccc(-c3ccc(Cl)cc3Cl)s2)cc1
  -65*, -7.1*, -38*, 100, -57*, 4.3*, 72, 47
- COc1ccc2oc(=O)cc(Cn3nnc(N)c3C#N)c2c1
  89, 95, 97, 119, 100, 101, 96, 96
- Nc1ncnc2c1N=C(c1ccc3c(c1)OCO3)CC(c1ccc(Cl)cc1)N2 (configuration not stated)
  57, 84, 72, 81, /, 41, 70, 56
- CC(O)(C(=O)c1ccccc1)c1ccccc1 (configuration not stated)
  102&99, 98&97, 97&105, 117&104, 104&101, 111, 107&112, 97&102
- O=C1/C(=C/c2cccs2)CCC/C1=C\c1cccs1
  21, 95, /, 110, -45*, 78, 96, 18
- CCOC(=O)c1c(-c2ccc(OC)cc2)c(C#N)c2c(C#N)c(N)nn2c1N
  13, 5.6*, 28, 37, 13, 0.9*, 28, 12
- Cc1c(C(=O)OCCCCOC(=O)c2c(C)n(C)c3scc[n+]23)[n+]2ccsc2n1C
  100, 92, 98, 110, /, 117, 179, 97
- Cc1c(-c2ccc(-c3ccccc3F)cc2)nc2ccc(F)cc2c1C(=O)O
  28, 26, 65, 45, /, 23, 67, 59
- CCCCCCCC/C=C\CCCCCCCC(=O)OCCCCCCCCCCCCCCCCC
  114&105, 116&119, 118&111, 117&107, 119&111, 109&116, 106&104, 96&109
- Cc1ncc(C(=O)Nc2ccc(CN3CCN(C)CC3)c(C(F)(F)F)c2)cc1C#Cc1cnc(N)c2cnccc12
  -74*, 25, -63*, 15, -6.8*, -18*, -17*, 8.6*
- CC(C)Cc1ccc(C(C)C(=O)NCCc2c[nH]c3ccccc23)cc1 (configuration not stated)
  92, 82, 103, 92, 96, 86, 96, 93
- COc1ccc(/C=N/NC(=O)c2c(Nc3ccccc3)nn(C)c2N)cc1
  91, 111, 94, 104, 96, 95, 95, 106
- CCCC(=O)OCC1OC(n2cnc3c(=S)nc(N)[nH]c32)C(OC(=O)CCC)C1OC(=O)CCC (configuration not stated)
  18, /, 39, 34, 48, 7.0*, 30, 33
- CCn1cc(C(=O)O)c(=O)c2cc(F)c(N3CCN(C(=O)CSc4nc(-c5ccccc5)c(C#N)c(=O)[nH]4)CC3)cc21
  101, 99, 102, 92, 95, /, 80, 93
- CCCCCNC(=O)c1cccc(NC(=O)CCl)c1
  55, 69, 84, 80, 53, 56, 85, 87
- Cc1ccc(-c2csc(NC(=O)CSc3nc(-c4ccccc4)cc(=O)[nH]3)n2)cc1
  83, /, 93, 114, 108, 101, 91, 78
- CC#Cc1c(C)c(N2CCN(CCOc3ccc4c(c3)CC[C@@H]3[C@@H]4CC[C@]4(C)[C@@H](O)CC[C@@H]34)CC2)cc2c1CCN2S(C)(=O)=O
  65, 49, 64, 64, 79, 58, 63, 53
- CCOC(=O)c1c(C)nc2c(c1N)CC(=O)N2Cc1ccc(OC)c(F)c1
  94, 101, 90, 75, 100, 101, 84, 85
- S=C(Nc1ccccc1)N1CCN(c2ncnc3c2cnn3-c2ccccc2)CC1
  84, 100, 101, 100, 97, 95, 90, 80
- O=S(=O)(c1cccc(F)c1)N1CCN(c2nccc(-c3c(-c4cccc(F)c4)nc4sccn34)n2)CC1
  73, 53, 79, 85, 55, 78, 99, 38
- O=c1[nH]c(=S)[nH]c(O)c1/C=C1\C=c2ccccc2=N\C1=N\c1nc2ccccc2s1
  60, 115, 72, 95, 69, 102, 97, 81
- N#C/C(=C\c1ccc(-c2ccc(Cl)cc2Cl)o1)c1ccc(F)cc1
  67, 92, 83, 112, 96, 91, 90, 79
- CCOC(=O)c1sc2c(c1C)c(=O)nc1c(C(=O)OCC)n[nH]n12
  108, 85, 105, 134, /, 81, 107, 112
- CN(C)c1ccc(C(=O)OCCCCCCl)cc1
  95, 106, 87, 94, 95, 89, 103, 82
- CCCCNC(=O)Oc1cccc2ccccc12
  93, 107, 77, 96, 114, 102, 93, 100
- Nn1c(=S)[nH]nc(/C=C/c2ccco2)c1=O
  27, 83, 99, 163, /, 96, 103, 78
- O=[N+]([O-])c1ccc(Cn2c(-c3cscn3)nc3ccccc32)cc1
  97, 94, 110, 101, 106, 96, 108, 93
- O=C1NC(=S)S/C1=C\c1cc(Br)ccc1O
  106, 112, 97, 104, 112, 96, /, 83
- Fc1ccc(/C=C/[C@@H]2C[C@@H](F)CCO2)cc1
  91, 64, 98, 100, 84, 61, 85, 101
- COC(=O)c1ccc2c(c1)[n+](=O)c(C(C)=O)c(C(F)(F)F)n2[O-]
  -50*, /, -4.7*, -20*, -84*, /, -19*, -74*
- Cc1c(-c2cnc(NN)s2)nnn1-c1ccc([N+](=O)[O-])cc1
  70, 66, 72, 83, 58, 66, 108, 60
- CC(=O)N[C@H](CS)C(=O)O
  104, 99, 103, 93, 108, /, 109, 98
- C#CC(C)OCC1CNC(=S)O1 (configuration not stated)
  92, 105, 109, 101, 100, 102, 98, 100
- CCOC(=O)c1ccc(Oc2ccc(Nc3ncnc4onc(-c5ccccc5)c34)cc2)cc1
  84, 76, 90, 86, 96, 91, 93, 71
- Cc1ccc(-c2nc(N3CCCNCC3)c3oc(-c4ccc(C)cc4)nc3n2)cc1
  -65*, -76*, -79*, 90, 5.4*, -45*, 110, -46*
- CCCCc1oc2ccc([N+](=O)[O-])cc2c1C(=O)c1ccc(C#Cc2ccc(CCC)cc2)cc1
  94, 85, 97, 111, 96, 93, 101, 97
- COc1cc(CNC(=O)/C=C/C=C/c2ccc3c(c2)OCO3)ccc1OCc1cn(-c2ccccc2[N+](=O)[O-])nn1
  95, 97, 102, 94, 89, 120, 95, 93
- CCCCCOS(=O)(=O)O
  104, 118, /, 111, 97, 97, 96, /
- CCOc1ccc(NC(=O)c2cc3ccccc3cc2O)cc1
  95, 90, 88, 140, 98, 85, 77, 86
- O=C(C1=Cc2cccn2Cc2cnnn21)c1ccc(F)cc1
  98, 107, 101, 98, 94, 107, 93, 112
- CCCCCCCCCCCCCCCCC1CC(=O)OC1=O (configuration not stated)
  99, /, 98, /, 119, 99, 106, 97
- CC(=O)Oc1ccc(-c2ccccc2)cc1
  107, 111, 96, /, 112, 114, 97, /
- N#Cc1cc2[nH]c3ccc(OC(F)(F)F)cc3c2oc1=O
  81, 29, 85, 76, 95, 26, 86, 61
- N#C/C(=C\c1cccs1)C(=O)Nc1ncc(Cc2ccc(Cl)cc2Cl)s1
  86, 93, 95, 103, 90, 92, 97, 88
- CCC(C#N)(CC)c1ccccc1
  95, 97, 97, 100, 105, 108, 108, 95
- COc1cc2c(c(OC)c1OC)C(=O)CC(c1cccc(C(=O)Nc3ccccc3)c1)O2 (configuration not stated)
  92, 81, 65, 84, 74, /, 90, /
- O=S(=O)(O)c1ccc2cccc3c2c1CC3
  93, 100, 101, 99, 107, 94, 100, 79

# Whole records as entered above. Order of screens: MCF7, K-562, MDA-MB-231, BT-549, MDA-MB-468, SR, HS 578T, T-47D
# CCOC(=O)c1sc2c(c1C)c(=O)nc1c(C(=O)OCC)n[nH]n12 is entered as 108, 85, 105, 134, /, 81, 107, 112
# O=C(C1=Cc2cccn2Cc2cnnn21)c1ccc(F)cc1 is entered as 98, 107, 101, 98, 94, 107, 93, 112
# CC(=O)N[C@H](CS)C(=O)O is entered as 104, 99, 103, 93, 108, /, 109, 98
# CCOC(=O)c1ccc(Oc2ccc(Nc3ncnc4onc(-c5ccccc5)c34)cc2)cc1 is entered as 84, 76, 90, 86, 96, 91, 93, 71
# O=C1NC(=S)S/C1=C\c1cc(Br)ccc1O is entered as 106, 112, 97, 104, 112, 96, /, 83

# Later entries
mol	MCF7	K-562	MDA-MB-231	BT-549	MDA-MB-468	SR	HS 578T	T-47D
COc1ccc2nc(-c3ccc(OC)c(OC)c3)cc(-c3nnc(SCC(=O)Nc4ccc(C(C)=O)cc4)o3)c2c1	95	99	100	102	103	89	97	95
COc1ccc(NC(=O)c2nc(-c3cc(OC)c(OC)c(OC)c3)n(-c3ccc(OC)cc3)n2)cc1	91	87	78	/	105	/	85	81
C=CCn1c(SCCc2c[nH]c3ccccc23)nnc1-c1ccncc1	89	105	100	106	101	95	105	100
Cc1ccc(C)c(CC(N)C(=O)O)c1 (configuration not stated)	99	121	108	100	92	98	94	108
CCOC(=O)CC(NC(=O)c1cccc(NCc2ccc(C(=N)N)cc2)c1)c1ccccc1 (configuration not stated)	97	95	99	99	103	93	94	92
O=C1c2ccccc2C(=O)c2c(Cl)ccc(O)c21	90	114	92	93	88	85	94	83
CCN(CC)Cc1nc2ccccc2c(=O)n1/N=C/c1cc(OC)c(OC)c(OC)c1	94	99	99	112	97	98	101	99
Cc1[nH]c(N=Nc2ccccc2)nc1N=Nc1ccccc1	15	24	38	38	24	23	61	30
Cn1cc(-c2nc(-c3ccsc3)cs2)c2ccccc21	71	108	71	88	57	93	95	57
CC1(C)C2CCC1(C)C(S)C2 (configuration not stated)	98	88	112	93	90	95	99	97
COc1cccc(-c2oc3ccccc3c(=O)c2O)c1	70	74	89	73	88	53	100	71
COc1ccc(S(=O)(=O)N2CCN(c3cc4c(cc3F)c(=O)c(C(=O)O)cn4C3CC3)CC2)cc1OC	101	101	98	102	106	97	/	86
CCOc1ccccc1/C=N\NC(=O)C1CC1	96	102	103	/	111	89	109	102
Cc1ccc(C(C)C)c(OCc2ccc(C(=O)N/N=C/c3cccc(O)c3O)cc2)c1	15	4.9*	41	36	76	9.4*	77	/
OC(c1cccc(C(F)(F)F)c1)c1cnccc1OC1CCCCCC1 (configuration not stated)	70	41	86	72	33	/	107	54
Nc1ncnc2c(-c3nc4ccccc4s3)c(Nc3ccccc3)sc12	91	100	101	95	100	93	99	91
Cc1ccc2c(c1)ncn2-c1ncnc2c1CC(C)c1ccccc1N2C (configuration not stated)	13	7.2*	27	-6.4*	38	/	20	24
Cc1cc2c(-c3nc4ccccn4c3N)c(O)c(O)cc2c(O)c1-c1c(C)cc2c(-c3nc4ccccn4c3N)c(O)c(O)cc2c1O	11	15	14	21	-2.1*	27	38	15
Cn1ccc2c3c(ccc21)C1c2ccccc2C3c2ccccc21	83	95	90	110	123	98	133	100
O=C1c2cccc3c(-c4ccc(-c5nc6c7ccccc7c7ccccc7c6[nH]5)cc4)ccc(c23)C(=O)N1Nc1ccccc1	57	79	78	95	92	80	90	65
COC(=O)c1cccc(F)c1C(=O)c1cccc2ccccc12	121	136	103	112	109	115	102	98
CN(C)CCNc1nc(NN2C(=O)c3cccc4cccc(c34)C2=O)nc(N2CCOCC2)n1	95	98	109	98	113	/	100	98
CC(=O)OCCC/C(=C\c1ccc2ccccc2c1)[N+](=O)[O-]	-85*	/	-59*	-26*	-55*	-34*	-40*	-51*
C=C(CC(=O)O)C(=O)O	92	108	105	67	94	91	84	101
C#Cc1ccc(-n2c(/C=C/c3ccc4ccccc4n3)nc3ncccc3c2=O)cc1	6.4*	3.2*	-41*	5.2*	-68*	-18*	11	-52*
COc1cc2ccccc2[n+](C)c1-c1ccccc1F	92	89	100	/	52	96	92	88
COC(=O)C(Cc1ccc(O)cc1)n1cc(COc2nc(Cl)nc(Nc3ccc(N4CCOCC4=O)cc3)n2)nn1 (configuration not stated)	88	94	99	92	115	90	103	91
CNC(=O)c1cccc(N2CCc3c2ccc(NC(=O)Nc2cccc(C(F)(F)F)c2)c3F)c1	33	41	75	91	83	76	60	33
CN1CCN(c2ccc(C(=O)/C=C/c3cc(Br)ccc3F)cc2)CC1	2.4*	-35*	27	59	-13*	/	95	60
CC(Nc1n[nH]c2nc(-c3ccccc3)nc(N)c12)c1ccccc1 (configuration not stated)	82	81	86	108	99	63	93	88
COc1nccc2c(-c3ccccc3)nc(N)nc12	97	95	100	107	98	93	110	93
